Bioassay records from PubChem BioAssay.
KDM5B inhibitor: blocks human KDM5B histone demethylase activity. Q9UGL1. actives 2.6% (n = 220,000). KDM5B demethylase, FDH-coupled NADH fluorescence (FDH is formaldehyde dehydrogenase). Potency, µM (highest dose often 57.7 µM), without a hit: at the highest dose activity change, negative = inhibition, most hits filed as inhibitors; active means well fitted inhibition curve with a large enough effect; inconclusive means small, poorly fitted or top-dose-only effect; inactive means no such curve, though single readings can be large or run the other way; further: 0% is about no effect; nearly all actives have a fitted effect of over 70% in size
Target sequence (Q9UGL1 whole entry, looked up): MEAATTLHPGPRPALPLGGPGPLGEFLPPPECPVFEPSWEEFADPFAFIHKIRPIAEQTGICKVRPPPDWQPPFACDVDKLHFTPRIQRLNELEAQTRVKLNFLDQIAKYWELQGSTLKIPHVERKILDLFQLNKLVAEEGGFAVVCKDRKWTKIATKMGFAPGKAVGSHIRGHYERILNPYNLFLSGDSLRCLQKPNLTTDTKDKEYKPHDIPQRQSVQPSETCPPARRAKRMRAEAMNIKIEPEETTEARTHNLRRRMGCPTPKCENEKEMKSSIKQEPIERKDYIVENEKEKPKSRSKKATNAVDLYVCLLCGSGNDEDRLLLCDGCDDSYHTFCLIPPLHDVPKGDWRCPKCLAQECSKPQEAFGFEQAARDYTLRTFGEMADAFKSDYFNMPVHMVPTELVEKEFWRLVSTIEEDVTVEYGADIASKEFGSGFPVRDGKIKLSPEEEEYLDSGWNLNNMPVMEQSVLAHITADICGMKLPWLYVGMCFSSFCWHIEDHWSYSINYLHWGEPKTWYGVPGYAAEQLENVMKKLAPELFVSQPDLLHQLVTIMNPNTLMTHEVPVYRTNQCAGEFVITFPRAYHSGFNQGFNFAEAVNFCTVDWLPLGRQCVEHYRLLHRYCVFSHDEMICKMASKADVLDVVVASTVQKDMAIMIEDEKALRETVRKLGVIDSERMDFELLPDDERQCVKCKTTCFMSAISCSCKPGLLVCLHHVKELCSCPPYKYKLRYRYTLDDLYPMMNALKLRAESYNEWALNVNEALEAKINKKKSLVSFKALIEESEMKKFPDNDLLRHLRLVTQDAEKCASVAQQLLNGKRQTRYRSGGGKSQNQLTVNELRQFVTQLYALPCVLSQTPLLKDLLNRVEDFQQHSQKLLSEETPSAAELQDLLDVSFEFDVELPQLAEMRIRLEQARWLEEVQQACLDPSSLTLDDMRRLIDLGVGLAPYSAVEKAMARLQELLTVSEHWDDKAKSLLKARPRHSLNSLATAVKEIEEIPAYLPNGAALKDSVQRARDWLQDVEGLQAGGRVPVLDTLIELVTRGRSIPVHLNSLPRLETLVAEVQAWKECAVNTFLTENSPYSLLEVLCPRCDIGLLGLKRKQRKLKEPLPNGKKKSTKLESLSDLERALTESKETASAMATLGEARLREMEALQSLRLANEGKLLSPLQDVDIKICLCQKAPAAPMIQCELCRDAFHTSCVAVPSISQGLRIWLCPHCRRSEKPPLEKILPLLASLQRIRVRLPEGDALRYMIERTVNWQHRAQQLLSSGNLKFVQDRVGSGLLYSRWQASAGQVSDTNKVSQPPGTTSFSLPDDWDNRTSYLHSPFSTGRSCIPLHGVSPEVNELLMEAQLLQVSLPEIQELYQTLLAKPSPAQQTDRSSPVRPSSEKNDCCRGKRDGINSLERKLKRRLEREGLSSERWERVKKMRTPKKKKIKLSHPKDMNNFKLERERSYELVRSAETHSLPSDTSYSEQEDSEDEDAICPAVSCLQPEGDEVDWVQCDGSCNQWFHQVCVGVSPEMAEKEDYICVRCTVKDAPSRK
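Here, H3K4me3 peptide (12.5 µM in substrate mix) is demethylated by KDM5BΔAP, 200 nM final, after 10 min compound exposure. Formaldehyde product is coupled through FDH (0.25 U/mL in mix) to NADH fluorescence; 30-min ΔRFU feeds dose-response curves.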
An asterisk follows results filed as active; i = inactive; ? = inconclusive; & = joins results of further samples; [ ] = remark or other dose. Potency means the concentration at half of the fitted maximal effect. Only part of the results is shown (hit frequency here may not be typical).

SMILES	KDM5B inhibitor
O=C(Cn1ccn(-c2cccc(Cl)c2)c(=O)c1=O)NCCc1ccccc1	-14.8%
Cc1ccc2[nH]c(CN3CCC(c4cccc(C#N)c4)CC3)cc(=O)c2c1	-24.6%
CCCCOc1ccc(C(=O)NCCc2csc(-c3cccc(F)c3)n2)cc1	?
CCc1noc(-c2cn(C3CCN(C(=O)c4ccc(OC(F)(F)F)cc4)C3)nn2)n1 (centres undefined)	-17.1%
CCCCCn1c(SCC(=O)OC)nc2c1c(=O)[nH]c(=O)n2C	5.4%
Nc1nc2ccc([N+](=O)[O-])cc2[n+]([O-])n1	-18.0%
Cc1ccc(C)c(NC(=O)c2cc(=O)c3ccccc3o2)c1	-3.5%
FC(F)(F)c1cccc(C2=NOC3(CCN(Cc4ccncc4)CC3)C2)c1	?
O=C(CCn1ccn2nc3c(c2c1=O)CCCC3)N1CCSCC1	12.1%
COc1ccc(-c2ncc3c(n2)OCCN(c2ccccc2)C3=O)cc1F	28.2µM*
COCCn1c(-n2nc(C)c(C)c2C)nc2c1c(=O)n(CCc1ccccc1)c(=O)n2C	13.2%
C/C(OC(=O)C12CC3CC(CC(C3)C1)C2)=C1/CCOC1=O	-13.0%
CCCCOC(=O)c1ccc(NC(=O)c2sc3nc(C)cc(C)c3c2N)cc1	?
O=C(Nc1ccc2oc(-c3ccccc3)nc2c1)c1ccc2ccccc2c1	60.8%[activator]
COc1ccccc1Cn1c(C(C)NC(=O)c2ccco2)nc2ccccc21 (centres undefined)	0.6%
COc1ccc(-c2csc(NC(=O)CSc3nc4ccccc4o3)n2)cc1	-2.8%
CC(=O)N1CCC([C@@H]2CN(Cc3ccc(C(F)(F)F)cc3)C[C@H]2CO)CC1	15.1%
COc1ccc(N2C(=O)CS(=O)(=O)C23C(=O)N(Cc2c(F)cccc2Cl)c2ccccc23)cc1 (centres undefined)	0.0%
CC1CCCCN1Cc1nnc2cc(-c3nc(-c4ccccc4)no3)ccn12 (centres undefined)	?
O=Cc1cccc(OCc2ccc(Cl)cc2Cl)c1	2.5%
CCC(=O)N(C1CCOCC1)C1CCN(Cc2cc(F)cc(F)c2)CC1	22.7%
CC(=O)Nc1cccc(-c2ccc(COc3ccc4c(cnn4CCC(=O)O)c3)cc2)c1	?
COc1ccc(C2C3=C(COC3=O)Nc3c2c(=O)[nH]c(=O)n3CC(C)C)cc1 (centres undefined)	i
CCOC(=O)CNc1ccc(OC(F)(F)F)cc1	26.0%
Oc1ccccc1-c1nc2ccc(Cl)cn2c1Nc1ccc2c(c1)OCCO2	-1.7%
Cc1ccc2nc(C3CCCN(Cc4cccc(-c5cccs5)c4)C3)[nH]c(=O)c2c1 (centres undefined)	?
CCn1c(SC(C)C(=O)Nc2nc(C)c(C)s2)nnc1-c1ccc(F)cc1 (centres undefined)	2.1%
Cc1cc(=O)oc2cc(OCC(=O)NCCC3CCN(Cc4ccccc4)CC3)ccc12	-9.4%
CCc1nc2ccc(C(=O)NCc3cc(OC)ccc3OC)cc2nc1CC	?
Cc1cc(NC(=O)CNc2cc(S(=O)(=O)N3CCCCC3)ccc2Oc2ccccc2)no1	6.3%
NC(=O)c1ccccc1OCc1cccc(C(F)(F)F)c1	24.5%
CN(CC(=O)NC(C)(C)C)C(=O)CCl	15.1%
COc1ccc2[nH]cc(CCNC(=O)C[C@H]3NC(=O)c4ccccc4NC3=O)c2c1	-24.5%
C[C@@]1(O)CCN(C(=O)CCc2ccc(-c3cccs3)o2)C[C@@H]1O	12.6µM*
C/C(=N/NC(=S)NC(C)C)c1ccc(Cl)cc1	24.7%
COCc1c(C(=O)N2CCC(C(=O)Nc3ccc4c(c3)OCO4)CC2)oc2ccccc12	5.0%
CCOc1ccc2sc(NS(=O)(=O)c3ccc(N)cc3)nc2c1	6.9%
COc1cc2ccccc2cc1C(=O)Nc1cccc(-c2nc3cc(C)c(C)cc3o2)c1	-35.3%
N#CNC(=Nc1cccc(F)c1)SCc1ccccc1F	21.4%
CCOc1cc(Cl)c(/C=C/C(=O)O)cc1OC	?
Cc1ccc(C(=O)NCC(=O)OCc2cc(=O)n3ccsc3n2)cc1	-3.8%
CN1CCN(c2nc3c(c(=O)[nH]2)CCN(Cc2ccc(Cl)cc2F)CC3)CC1	3.5%
NC(=O)CCNC(=O)C1=C[C@@H](NC(=O)Nc2ccccc2Br)[C@@H](O)[C@H](O)C1	5.7%
CC(OC(=O)/C=C/c1cccc2ccccc12)C(=O)NC(N)=O (centres undefined)	?
C[C@@H](c1ccccc1)N1C(=O)[C@@H]2CN(C(=O)c3ccc4c(c3)OCO4)CCN2C1=O	-11.5%[86.2 µM]
COCCO[C@H]1C(=O)N(C2CCN(C(=O)c3cccn3C)CC2)[C@H]1c1ccncc1	-8.8%
Cc1cccc2[nH]c(C3CCN(C(=O)C4CC5(CCNCC5)CN4)CC3)nc12 (centres undefined)	7.4%
CCOc1ccccc1CNC(=O)CCn1cccn1	5.6%
CN(C)CCN(C)[C@H]1[C@@H]2OC[C@@H](O2)[C@@H](NCc2ccc(OC(F)(F)F)cc2)[C@@H]1O	10.4%[86.2 µM]
CCc1ccc(S(=O)(=O)N(C(C)=O)c2ccc3oc4c(c3c2)CCCC4)cc1	?
COc1cc(OC)c(NC(=O)c2cc(S(=O)(=O)N3CCCC3)cn2C)cc1Cl	12.7%
O=C(NCC1CCCO1)C1CCN(c2cc(C(F)(F)F)ncn2)CC1 (centres undefined)	18.8%
COCCCN1C(=O)C2C(C(=O)Nc3cc(C)cc(C)c3)C3C=CC2(O3)C1C(=O)NC1CCCCC1 (centres undefined)	-10.4%
NC1CCCCN(C(=O)c2scc3c2CCCC3)C1 (centres undefined)	-18.1%
Cn1c(=O)n(C)c2cc(NS(=O)(=O)c3ccc(F)cc3)ccc21	3.7%
COc1ccccc1OC1CCN(Cc2cc3n(n2)CCNC3)CC1	4.7%
COCCNC(=O)[C@H]1C[C@H](Oc2ccccc2)CN1C(=O)c1cccc(OC)c1	-19.8%
CC(C)c1noc(-c2cn(C3CCN(C(=O)Cc4ccc(Cl)cc4)C3)nn2)n1 (centres undefined)	7.1%
Cc1nn(C)c(C)c1CC(=O)Nc1nc(-c2ccc(Cl)cc2Cl)cs1	5.0%
Fc1ccc(NC(=S)NCCCc2ccccc2)cc1	2.0%

(listing goes on)
SMILES	KDM5B inhibitor
CCOC(=O)C1CCCN(C(=O)c2ccc3nccn3c2)C1 (centres undefined)	-30.0%[86.2 µM]
CCc1cccc(C)c1NC(=O)CCc1c(C)nc2c3ccccc3nn2c1C	-9.7%
CC1=C(C(=O)OC(C)(C)C)C(c2ccc(Cl)cc2)N2C(CC(=O)N3CCOCC3)=CSC2=N1 (centres undefined)	?
CCCCc1cc(=O)oc2c(C)c(OC(C)C(=O)NCc3ccncc3)ccc12 (centres undefined)	?
Cc1cn2c(=O)cc(COC(=O)c3ccc(NC(=O)c4ccc(C(C)(C)C)cc4)cc3)nc2s1	?
COc1ccc(NC(=O)c2ccco2)cc1NC(=O)c1ccc(OC(C)C)cc1	-17.7%
COCC1CN(C)CC12CCN(C(=O)c1ccc(OC(F)(F)F)cc1)CC2 (centres undefined)	?
CCc1cc2c(CN3CCN(Cc4ccccc4)CC3)cc(=O)oc2cc1O	?
Cc1ccc(CNC(=O)c2ccc3c(c2)CN(Cc2ccc(N(C)C)cc2)CCO3)cc1	?
CCOc1cc(CNc2ccc(O)cc2)cc(Br)c1OCc1ccccc1	?
CN1[C@@H](CCC(=O)N2CCc3ccccc32)CNC(=O)[C@@H]2[C@H]1CCN2Cc1ccc(S(C)(=O)=O)cc1	0.0%
COCCOc1cc2c(cc1CO)OCO2	0.4%
Cc1ccc(NC(=O)NCC2CCOCC2)cc1C	24.9%
CCOC(=O)c1c(C)oc2nc(C)nc(N3CCN(c4ccc(C(C)=O)cc4)CC3)c12	0.4%
Cc1nc(C(=O)N2CCC(c3[nH]ncc3-c3ccccc3C)CC2)cs1	39.5%[activator]
O=C(CCCn1c(=O)[nH]c2ccsc2c1=O)N1CCN(c2cccc(C(F)(F)F)c2)CC1	-19.4%
CCN1CCN(CCCNC(=O)c2ccc3c(c2)sc2nc(-c4ccc(C)cc4)cn23)CC1	?
CCOC(=O)c1sc2nc(CN(C)Cc3ccccc3)[nH]c(=O)c2c1C	?
CCOC(=O)C1CCN(Cc2cc(=O)oc3cc(C)c(Cl)cc23)CC1	18.5%
CC(C)(C)C1CCC(=C(C#N)C(N)=O)CC1 (centres undefined)	-7.3%

Some of the entries above, reformatted.
| KDM5B inhibitor | Molecule |
| --- | --- |
| -19.4% | O=C(CCCn1c(=O)[nH]c2ccsc2c1=O)N1CCN(c2cccc(C(F)(F)F)c2)CC1 |
| ? | CCN1CCN(CCCNC(=O)c2ccc3c(c2)sc2nc(-c4ccc(C)cc4)cn23)CC1 |
| ? | CCOC(=O)c1sc2nc(CN(C)Cc3ccccc3)[nH]c(=O)c2c1C |
| 18.5% | CCOC(=O)C1CCN(Cc2cc(=O)oc3cc(C)c(Cl)cc23)CC1 |
| -7.3% | CC(C)(C)C1CCC(=C(C#N)C(N)=O)CC1 (centres undefined) |

(more compounds)
SMILES	KDM5B inhibitor
Cc1ccc(C)c(NC(=O)C(=O)NCCc2csc(-c3ccc(C(F)(F)F)cc3)n2)c1	-10.6%
Cc1ccn2c(=O)cc(COc3ccc(NC(=O)c4ccccc4F)cc3)nc2c1	-36.9%
COc1ccc(S(=O)(=O)N(CC(=O)N2CCc3ccccc3C2)c2ccc(C)cc2)cc1	?
COc1cccc(CNc2nccn(-c3cc(C)cc(C)c3)c2=O)c1	?
Cc1cccc2c1N(Cc1ccccc1OC(C)C)C(=O)C2=O	18.1%
COC(=O)[C@@H]1Cc2c([nH]c3ccccc23)[C@@H]2C[C@@H](NCCNC(C)=O)C[C@@H](c3ccc(F)c(F)c3)N12	?
CC1(C)Cc2c(cnn2-c2cccc(F)c2)C(NC(=O)CSc2ccncc2)C1 (centres undefined)	1.3%
COc1ccc(-c2nc3c4ccccc4n(CC(=O)N4CCN(c5ccccc5F)CC4)c(=O)n3n2)cc1	-19.9%
COCCC1(NC(=O)C2CCOCC2)CCN(C(=O)C(C)c2ccccc2)CC1 (centres undefined)	-4.0%
NC(=O)c1cc(Cc2ccccc2)sc1NC(=O)c1ccncc1	?
CC(Sc1cc(Cl)ccc1Cl)C(=O)NC(C)(C)C (centres undefined)	16.7%
Cc1oc2ccn(Cc3cccc(F)c3)c(=O)c2c1C(=O)NCc1cccc(F)c1	-31.3%
COc1cccc(-c2ccnc3nc(CCc4ccccc4)nn23)c1	20µM*
O=C(Cn1ncc2c3ccccc3n(Cc3cccc(Cl)c3)c2c1=O)NCCC1=CCCCC1	-14.7%
COc1ccc(S(=O)(=O)N2CCC(C(=O)NCc3ccco3)CC2)cc1C	-12.5%
CCOc1ccc(CN(C)CC(O)COCc2ccc(OC)cc2)cc1OC (centres undefined)	6.8%
CCC(C(=O)NCCc1cc(OC)ccc1OC)n1nc(C)c2c(C)n(-c3ccccc3)nc2c1=O (centres undefined)	10.6%&-1.0%
O=C1c2cncnc2OCC(CNC(=O)C2(c3ccccc3)CC2)N1Cc1ccccc1 (centres undefined)	-25.6%[86.2 µM]
CCn1c(=O)cc(OCC(=O)N(C)c2cc(Cl)ccc2C)c2ccccc21	?
O=C(c1ccccn1)N1CCC2(COc3ncccc3S(=O)(=O)N2)C1 (centres undefined)	23.2%[115 µM]
CN(C)c1nc2c(c(=O)[nH]1)CCN(C(=O)CCc1ccccc1)CC2	-5.7%
O=C(Cn1cnc2ccccc2c1=O)N/N=C/c1ccc(Br)cc1	32.3%[activator]
COC(=O)c1sccc1S(=O)(=O)N(CC(=O)Nc1cc(C)ccc1C)c1ccccc1	-9.1%
COc1ccc(C(=O)N2CCCC3(C2)Nc2cccnc2NC3=NCc2ccccc2)cc1 (centres undefined)	28.2µM*
COc1cccc(-n2c(-c3ccco3)nc3c(cnn3-c3ccccc3C)c2=O)c1	-7.7%
CC(C)n1nc(OC(C)(C)C(=O)NCCc2ccccn2)c2cc(CN3CCOCC3)ccc21	28.2µM*
CN(CC1CCOC1)S(=O)(=O)Cc1ccccc1 (centres undefined)	-13.9%
CN(C)c1nc2c(c(=O)[nH]1)CCN(Cc1cc(F)ccc1F)CC2	13.2%
COc1ccc(CCNC(=O)c2ccc3c(c2)N(Cc2ccc(F)cc2)CCS3)cc1OC	?
CC(C)S(=O)(=O)c1csc(NC(=O)Nc2cc(Cl)ccc2Cl)c1Cl	?
O=C(/C=C/c1ccco1)N1CCN(Cc2ccc(C(F)(F)F)cc2)CC1	?
CC(C)c1ccc(Nc2cc(C(=O)NCCc3ccccc3)c3ccccc3n2)cc1	43.7%[activator]
CC(C)OP(=O)(OC(C)C)C(O)c1ccc(N(C)C)cc1 (centres undefined)	11.6%
COc1cc(C2CC(=O)Nc3nc(C)[nH]c(=O)c32)ccc1OCc1ccccc1Cl (centres undefined)	-1.3%
NCC(=O)Nc1ccccn1	11.7%
Cc1cccc(CN2CCc3c(sc4ncnc(N(C)C)c34)C2)c1	?
CCCN(CCC)CCNC(=O)c1cc2c(-c3ccccc3F)nn(C)c2s1	?
CCC(C)NC(=O)C(NC(=O)c1ccccc1Cl)C1CCN(C(=O)c2cccc(OC)c2)CC1 (centres undefined)	-9.5%
CNC(=O)CCn1ncc2cc(OCc3ccccc3-c3cc(F)ccc3C)ccc21	?

Nothing new here: 4 of the compounds above.
SMILES	KDM5B inhibitor
Cc1cccc(CN2CCc3c(sc4ncnc(N(C)C)c34)C2)c1	?
CCCN(CCC)CCNC(=O)c1cc2c(-c3ccccc3F)nn(C)c2s1	?
CCC(C)NC(=O)C(NC(=O)c1ccccc1Cl)C1CCN(C(=O)c2cccc(OC)c2)CC1 (centres undefined)	-9.5%
CNC(=O)CCn1ncc2cc(OCc3ccccc3-c3cc(F)ccc3C)ccc21	?
